Bioassay records from PubChem BioAssay.
FUS suppressor = rescues growth of FUS-expressing yeast | actives 0.24% (n = 390,000) | S. cerevisiae FUS-expressing, growth rescue, OD600, 24 h | Potency, µM (highest dose often 76.6 µM), without a hit: top-dose growth rescue (activation), actives largely listed as activators;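 further: plate controls were DMSO vehicle for no effect and reference control for full effect; nearly all actives have a fitted effect of over 55% in size; some results filed as inactive show a strong effect at the top dose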
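Cultures pregrown in 2.5% raffinose medium are shifted to minimal medium containing 2% galactose to express toxic FUS. Compounds are tested at several concentrations. After 24hr at 30C, growth is quantified at 600 nm absorbance.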
Abeta yeast res = compounds reversing amyloid beta toxicity in yeast; yeast expressing A-beta42, growth rescue, OD600, 48 h; response scale: 0% DMSO, 100% iron-clioquinol control; Potency, µM (titrated, usually from 46.1 µM), for inactives: top-dose growth rescue, most hits filed as activators; actives 0.063% (n = 410,000); AID 1347071; further: nearly all actives have a fitted effect of over 55% in size
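Yeast growth medium received pinned compounds, then yeast cells expressing toxic A-beta were added; plates incubated at 30 C for 48 hr. Growth read as absorbance at 600 nm, normalized to DMSO and equimolar FeCl3 plus clioquinol controls.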
Numbers without * were called inactive; ? = inconclusive; [ ] = another dose, or the depositor's remark. The call rests on the fitted dose curve; in most records, active means well fitted activation curve with a large enough effect; inconclusive means small, poorly fitted or top-dose-only effect; inactive means no such curve, though single readings can be large or run the other way. Potency means the concentration at half of the fitted maximal effect. The list is partial, so the mix of outcomes need not match the whole.

SMILES	FUS suppressor	Abeta yeast res
CCOC(=O)c1cc2c(=O)n3ccccc3nc2n(CC2CCCO2)c1=NC(=O)c1ccc(OC)cc1OC (centres undefined)	5%	-2%
CN(C)S(=O)(=O)c1ccc(C(=O)NCCSc2c(-c3ccc(Br)cc3)[nH]c3ccccc23)cc1	34%	-4%
O=C(Nc1c(Cl)cccc1Cl)c1cc(-c2cccc(O)c2)on1	-26%	-31%
CCOc1ccc(-c2nnc(SCC(=O)Nc3cccc(Cl)c3C)o2)cc1	-18%	-7%
Cc1cc(C)cc(NC(=O)CSc2nnc(COc3ccccc3Cl)o2)c1	24%	10%
c1ccc(Cc2nnc(SCc3nc(-c4cccs4)no3)n2-c2ccccc2)cc1	44%	-13%
Oc1c(C(c2cccc(Br)c2)N2CCCC2)sc2nc(-c3ccco3)nn12 (centres undefined)	45%	0%
CC(C)(C)C(=O)Nc1nnc2n1CCS2	-20%	-4%
CCOc1ccccc1NC(=O)C(c1ccccc1)N1Cc2ccccc2C1=O (centres undefined)	22%	0%
COc1ccccc1NC(=O)Cn1c(=O)n(-c2cccc(Cl)c2)c(=O)c2sc3ccccc3c21	-29%	-7%
CCCS(=O)(=O)N1CCC(n2c(C)nc3cccnc32)CC1	7%	-12%
Cc1ccc(-c2cc3ncc(C(=O)c4cc(Cl)c(C)cc4O)cn3n2)cc1	2%	-19%
Cc1cc(-c2ccc(C)c(S(=O)(=O)NCc3cccs3)c2)on1	25%	1%
O=c1c2nncn2ccn1-c1ccc(F)c(F)c1	-28%	2%
COc1ccc(NCc2nc3ccccc3n2CCOc2ccccc2C)cc1	40%	29%
Cc1ccc(C(=O)N2CCCCC2CCN2CCCCC2)cc1 (centres undefined)	2%	6%
Cc1c(Cl)cccc1NC(=O)CCn1c(=O)c2cccn2c2ccccc21	9%	-19%
CSc1cccc(NC(=O)C2CCN(c3ncnc4c3nc3n4CCCCC3)CC2)c1	11%	-21%
CCOC(=O)c1ccc(NC(=O)CSc2c3c(nc4cc(Cl)ccc24)CCCC3)cc1	18%	-4%
COc1cccc(C(c2c(O)cc(C)n(Cc3ccco3)c2=O)N2CCC(C)CC2)c1 (centres undefined)	5%	13%
COc1ccc(-c2noc(N3CCN(c4cccc(Cl)c4)CC3)n2)cc1OC	2%	-7%
COc1cccc(-c2nc(CS(=O)(=O)CC(=O)N3CCN(c4cc(C)ccc4C)CC3)c(C)o2)c1	?	6%
COc1ccc(NC(=O)c2ccco2)cc1NC(=O)COc1ccc(C)cc1C	9%	-11%
CCN(CC)c1cc2c(cc1F)c(=O)c(S(=O)(=O)c1ccccc1)cn2C	4%	-4%
CCOc1ccc(C(=O)NCC(c2cccs2)S(=O)(=O)c2ccccc2)cc1 (centres undefined)	35%	-8%

Other structures:
SMILES	FUS suppressor	Abeta yeast res
CC(=O)c1ccc(N2CCN(c3ncnc4onc(C)c34)CC2)cc1	-11%	-17%
CCOc1ccc(CCNC(=O)CS(=O)(=O)Cc2nc(-c3cccc(Cl)c3)oc2C)cc1	-11%	-8%
Cc1ccc(-c2cn3c4c(=O)n(C)c(=O)n(C)c4nc3n2-c2cccc(Cl)c2)cc1	1%	-6%
COC(=O)c1cnc(N2CCN(c3ccccc3F)CC2)c2ccccc12	17%	0%
Cc1ccc(-n2nc(C)c3c(C)cc(=O)n(CC(=O)Nc4ccc(C(C)C)cc4)c32)cc1	-26%	-8%
Cc1c(C(=O)OC(C)C)sc(NC(=O)C2c3ccccc3Oc3ccccc32)c1C(=O)OC(C)C	?	-11%
Cc1nn(CCCC(=O)Nc2cccc(C(F)(F)F)c2)c(=O)c2nn(-c3ccccc3)c(C)c12	6%	-8%
COc1ccc(Cn2c(C(=O)O)c(CNCc3ccco3)c3ccc(OC)cc32)cc1	37%	1%
COc1ccccc1CNC(=O)C(=O)NCC(c1ccco1)S(=O)(=O)c1ccc(F)cc1 (centres undefined)	-14%	-7%
CCOC(=O)c1ccc2ncc(C(=O)OCC)c(Nc3ccc(C)c(Br)c3)c2c1	-22%	-10%
O=C(c1ccc2c(Cl)c3c(nc2c1)CCCC3)N1CCN(c2ccccc2)CC1	-2%	-2%
COc1ccc(NC(=O)c2nnn(Cc3ccc(Br)cc3F)c2N)c(OC)c1	37%	-2%
CCC(CC)C(=O)Nc1cccc(-c2cn3cccnc3n2)c1	-3%	-18%
COc1ccc(S(=O)(=O)NCCc2csc(-c3ccc(F)cc3)n2)cc1	16%	-24%
COC(=O)c1ccc(NC(=O)CC2C(=O)N(c3cccc(OC)c3)C(=O)N2Cc2cccs2)cc1 (centres undefined)	35%	-3%
Cc1cc2nc(N(Cc3cccnc3)C(=O)c3ccc(Cl)s3)sc2cc1C	-6%	-6%
Cc1cccc(Nc2ncc(NC(=O)c3cccc(F)c3)c(Nc3cccc(C)c3)n2)c1	49%	-4%
Cc1ccc(CCNC(=O)c2ccc3c(c2)N(Cc2ccccc2)C(=O)c2ccccc2S3=O)cc1 (centres undefined)	-15%	-11%
O=C(NCc1ccccc1)c1cc2sccc2n1Cc1ccc(Cl)cc1	-19%	-2%
Cc1cc(C)c(NC(=O)Cn2c(=O)n(CC3CCCO3)c(=O)c3ccccc32)c(C)c1 (centres undefined)	-26%	2%
Cc1ccc(C)c(N2C(=O)N(C)c3ccccc3S2(=O)=O)c1	2%	6%
O=C(NCCc1ccccc1)c1cnn(-c2ccc(F)cc2)c1-n1cccc1	27%	-84%[inhibitor]
CC(=O)Nc1ccccc1-c1nc2ccccc2n(C(C)C(=O)Nc2ccccc2C(F)(F)F)c1=O (centres undefined)	-4%	-17%
CSc1ncc(C(=O)Nc2ccc(F)cc2F)c(-c2ccccc2)n1	-19%	-11%
CCOC(=O)c1[nH]c2ccccc2c1NC(=O)c1ccc(OCC)cc1	-20%	-7%

Continuation:
SMILES	FUS suppressor	Abeta yeast res
CCn1nc(C)c(CCN(C)C(=O)Nc2cc(C)cc(C)c2)c1C	2%	-8%
COc1ccc2nc(NC(=O)c3ccc(S(=O)(=O)N4CCCC(C)C4)cc3)sc2c1 (centres undefined)	-9%	-4%
O=C(CSc1nc(=O)[nH]c2c1CCCC2)NCc1ccc(Cl)cc1	-18%	3%
CCOc1ccc(-n2c(SCC(=O)Nc3cccc(Cl)c3)nc3c(oc4ccccc43)c2=O)cc1	27%	1%
CC1CCN(c2oc(-c3ccc(COc4ccccc4)o3)nc2C#N)CC1	22%	7%
O=C(Nc1ccc(S(=O)(=O)N2CCCCCC2)cc1)c1cc(=O)c2ccccc2o1	-13%	-1%
CCc1cnc2c(c1SCC(=O)Nc1ccc(OC)c(OC)c1)c(=O)n(C)c(=O)n2C	19%	-4%
Cc1ccc(-c2nc(S(=O)(=O)c3ccccc3)c(N3CCN(c4ccccc4)CC3)o2)cc1	-25%	-18%
COc1ccc(CCNC(=O)CCCCn2c(=O)c3ccccc3n(CC(=O)Nc3c(C)cccc3C)c2=O)cc1OC	24%	-11%
Cc1ccc(CNC(=O)c2ccc(Nc3nc4ccccc4n4nnnc34)cc2)cc1	-11%	24%
CCOC(=O)c1cc(-c2ccccc2)n(-c2cccc(C(=O)NC(C)(C)C)c2)c1C	2%	-15%
CCN1C(=O)c2ccccc2Sc2ccc(NC(C)=O)cc21	6%	-10%
CCOC(=O)N1CCc2c(sc(NCc3cccc(F)c3)c2C(=O)Nc2ccc(OC)cc2OC)C1	?	-8%
COc1cc(Cl)c(C)cc1NC(=O)CN1c2ccccc2S(=O)(=O)c2ccccc21	?	22%
COC(=O)CN1C(=O)CSc2ccc(S(=O)(=O)Nc3ccc(Cl)cc3C)cc21	33%	-16%
CCn1c(C(=O)Nc2cc(Cl)ccc2C)cc2sc(Cl)cc21	25%	-12%
O=C(CSc1ncc(S(=O)(=O)c2ccc(Cl)cc2)c(=O)[nH]1)Nc1cccc(C(F)(F)F)c1	20%	-9%
O=C(Nc1ccccc1C(=O)OCc1cc(=O)n2ccsc2n1)c1cccc(F)c1	9%	-9%
Cn1c(C(=O)NCCc2ccccc2)cc2cc(S(=O)(=O)N3CCCCC3)ccc21	30%	1%
CCc1ccccc1NC(=O)C1CCN(c2nn3c(=O)cc(C)nc3s2)CC1	15%	-12%
COc1cc(OC)c(NC(=O)c2ccc3c(Cl)c4c(nc3c2)CCCC4)cc1Cl	-15%	-3%
COC(=O)c1ccc(NC(=O)CC2C(=O)N(c3cccc(F)c3)C(=O)N2CC(C)C)cc1 (centres undefined)	-2%	-24%
CCOc1ccc(C(=O)Nc2ccc3c(c2)CCCN3S(=O)(=O)c2ccc(C)cc2)cc1	36%	-12%
CC1=Nc2cc(C(=O)NC3CCC(C)CC3)ccc2Sc2c(C)ccc(C)c21 (centres undefined)	33%	-6%
COCCCNC(=O)Cn1c(=O)nc(-c2ccccc2)c2ccccc21	0%	-2%

An excerpt from above in order of heavy-atom count, ascending.
SMILES	FUS suppressor	Abeta yeast res
CCn1nc(C)c(CCN(C)C(=O)Nc2cc(C)cc(C)c2)c1C	2%	-8%
CCc1ccccc1NC(=O)C1CCN(c2nn3c(=O)cc(C)nc3s2)CC1	15%	-12%
CCOC(=O)N1CCc2c(sc(NCc3cccc(F)c3)c2C(=O)Nc2ccc(OC)cc2OC)C1	?	-8%

(more compounds)
SMILES	FUS suppressor	Abeta yeast res
COc1ccc(-c2nc3sc(CCNC(=O)C(=O)Nc4cc(C)cc(C)c4)c(C)n3n2)cc1	-5%	-15%
CCc1ccccc1S(=O)(=O)Cc1ccc(C(=O)NCc2ccc(Cl)cc2)o1	42%	-1%
CCOc1ccc(S(=O)(=O)Nc2cc3c(C(=O)OCc4ccccc4)c(C)oc3c3ccccc23)cc1	14%	-3%
CCOc1cccc(CC(=O)N2CCc3c([nH]c4ccc(OC)cc34)C2c2ccc(F)cc2)c1OCC (centres undefined)	-27%	7%
CC(=O)Nc1ccc(C)cc1-c1nc2ccccc2n(CC(=O)c2ccc(Cl)cc2)c1=O	3%	-11%
COc1ccc(NCc2cc3cc4c(cc3n(CC(=O)Nc3ccccc3)c2=O)OCO4)cc1	34%	-10%
Cc1cc2ccccc2n1-c1ccc(C(=O)N2CCC(C(=O)NCc3ccc(Cl)cc3)CC2)s1	?	-14%
CCOc1cc(CNC(=O)Cn2c(=O)c3cccn3c3ccc(F)cc32)cc(OCC)c1OCC	36%	-26%
O=C(O)c1ccc2c(c1)N(Cc1ccc(F)cc1)C(=O)c1ccccc1S2=O (centres undefined)	13%	-8%
Cc1cc(C)c(Cn2c(=O)n(Cc3ccccc3)c(=O)c3c(C)c(C)sc32)c(C)c1	-28%	0%
COc1ccc2c(Sc3ccccc3)c(C(=O)NCc3cc(Br)ccc3OC)[nH]c2c1	-2%	-26%
CCOc1ccc(NC(=O)Cn2nc(Cc3cccnc3)c3ccccc3c2=O)cc1	-5%	0%
Cc1cccc(-c2nc(CSCC(=O)N3CCN(c4cccc(C)c4C)CC3)c(C)o2)c1	?	12%
CCOc1cc(C2Sc3ccccc3NC3=C2C(=O)c2ccccc23)ccc1O (centres undefined)	?	1%
COc1cccc(N2C(=O)CSC23C(=O)N(CC(=O)NCc2ccc(C)cc2)c2ccccc23)c1 (centres undefined)	8%	4%
Cc1ccc(-c2nnn3c2nc(NCc2ccc4c(c2)OCO4)c2ccccc23)cc1	-18%	2%
CCCS(=O)(=O)N1CC(=O)N(c2ccc(Cl)cc2)C(C)(C(=O)NC2CCCC2)C1 (centres undefined)	7%	-22%
Cc1ccc(C(=O)Nc2ccc(F)cc2)cc1S(=O)(=O)N1CCCCCC1	?	8%
CC(NC(=O)CN1C(=O)c2cccnc2Oc2ccc(Cl)cc21)c1ccccc1 (centres undefined)	10%	9%

Entries listed so far containing an aryl thioether with sulfur outside any ring, in the order listed:
SMILES	FUS suppressor	Abeta yeast res
CN(C)S(=O)(=O)c1ccc(C(=O)NCCSc2c(-c3ccc(Br)cc3)[nH]c3ccccc23)cc1	34%	-4%
CCOc1ccc(-c2nnc(SCC(=O)Nc3cccc(Cl)c3C)o2)cc1	-18%	-7%
Cc1cc(C)cc(NC(=O)CSc2nnc(COc3ccccc3Cl)o2)c1	24%	10%
c1ccc(Cc2nnc(SCc3nc(-c4cccs4)no3)n2-c2ccccc2)cc1	44%	-13%
CSc1cccc(NC(=O)C2CCN(c3ncnc4c3nc3n4CCCCC3)CC2)c1	11%	-21%
CCOC(=O)c1ccc(NC(=O)CSc2c3c(nc4cc(Cl)ccc24)CCCC3)cc1	18%	-4%
CSc1ncc(C(=O)Nc2ccc(F)cc2F)c(-c2ccccc2)n1	-19%	-11%
O=C(CSc1nc(=O)[nH]c2c1CCCC2)NCc1ccc(Cl)cc1	-18%	3%
CCOc1ccc(-n2c(SCC(=O)Nc3cccc(Cl)c3)nc3c(oc4ccccc43)c2=O)cc1	27%	1%
CCc1cnc2c(c1SCC(=O)Nc1ccc(OC)c(OC)c1)c(=O)n(C)c(=O)n2C	19%	-4%
O=C(CSc1ncc(S(=O)(=O)c2ccc(Cl)cc2)c(=O)[nH]1)Nc1cccc(C(F)(F)F)c1	20%	-9%
COc1ccc2c(Sc3ccccc3)c(C(=O)NCc3cc(Br)ccc3OC)[nH]c2c1	-2%	-26%
